# phage Ecoli inh – E. coli growth loss with phage present; 360,000 compounds, 0.26% hits; growth absorbance; inhibition, % at 11.9 µM; in the data active = inhibition above about 11%
# PKA-R1A activ – activates the PKA-R1A holoenzyme complex | activation, % at 11.4 µM | PKA-R1A dissociation, Cy5-IP20 fluorescence polarization; scaled: DMSO 0%, 113 µM cGMP 100% | 340,000 compounds, 0.083% hits | AID 504707 | P00514+P68181;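 active = percent activation above the mean of all tested compounds plus 3 SD, cut at about 19% in these data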;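 note: higher means more PKAc released from R1A so a rise in polarization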
# DSG3 Ab inh – inhibitors of pemphigus antibody binding to human desmoglein-3; P32926; DSG3-coupled beads, scFv-anti-DSG3-GFP binding, flow cytometry; stronger effect = lower value; binding (percent of control), % at 10 µM; 310,000 compounds, 0.48% hits;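 active = binding more than 3 SD below its plate's average and above zero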; note: some compounds called inactive have numbers as strong as hits
# Target sequence (P32926 whole entry, looked up): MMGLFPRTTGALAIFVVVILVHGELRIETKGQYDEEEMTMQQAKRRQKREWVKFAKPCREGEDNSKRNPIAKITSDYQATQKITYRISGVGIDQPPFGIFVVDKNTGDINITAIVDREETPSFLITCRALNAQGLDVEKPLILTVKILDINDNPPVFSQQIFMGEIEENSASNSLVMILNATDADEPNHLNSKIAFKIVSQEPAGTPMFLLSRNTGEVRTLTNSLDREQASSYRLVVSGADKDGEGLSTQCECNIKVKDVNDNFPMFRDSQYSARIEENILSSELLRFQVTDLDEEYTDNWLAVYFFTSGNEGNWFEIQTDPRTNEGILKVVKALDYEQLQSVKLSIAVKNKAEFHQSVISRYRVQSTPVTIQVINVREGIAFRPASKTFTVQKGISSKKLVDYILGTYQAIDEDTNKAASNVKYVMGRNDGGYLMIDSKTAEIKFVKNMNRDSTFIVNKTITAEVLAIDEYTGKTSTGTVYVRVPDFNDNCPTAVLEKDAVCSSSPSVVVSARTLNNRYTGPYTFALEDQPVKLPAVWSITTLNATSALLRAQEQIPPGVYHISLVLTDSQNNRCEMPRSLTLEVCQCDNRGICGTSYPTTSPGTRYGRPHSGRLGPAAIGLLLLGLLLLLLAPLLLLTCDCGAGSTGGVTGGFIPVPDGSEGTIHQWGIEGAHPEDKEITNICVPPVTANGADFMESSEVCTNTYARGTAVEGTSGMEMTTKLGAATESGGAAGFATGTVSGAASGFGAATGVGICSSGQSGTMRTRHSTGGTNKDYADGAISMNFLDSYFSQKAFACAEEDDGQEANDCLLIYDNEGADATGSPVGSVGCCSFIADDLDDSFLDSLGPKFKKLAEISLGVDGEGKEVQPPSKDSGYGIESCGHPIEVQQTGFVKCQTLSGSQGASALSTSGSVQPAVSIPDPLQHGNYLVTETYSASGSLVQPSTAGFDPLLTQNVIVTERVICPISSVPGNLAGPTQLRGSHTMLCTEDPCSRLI
# * marks the source's active call; other numbers are inactive results.
SMILES,phage Ecoli inh,PKA-R1A activ,DSG3 Ab inh
CCCCN1C(=O)C(CC(=O)NCc2ccco2)CC(C(=O)N(C)C)=C1C (stereo unspecified),2.4,-3.3,105.2
Cc1ccnc2nc(C(=O)OCC(=O)N(C)C3CCCCC3)nn12,1.9,4.2,104.0
O=c1c2ccccc2nnn1-c1ccccc1[N+](=O)[O-],0.9,6.4,105.1
CCOc1cc(CN2CCC(N3CCC(C(=O)NC4CC4)CC3)CC2)ccc1O,1.3,-3.5,97.2
O=C(CN1CCN(S(=O)(=O)c2ccc(Br)s2)CC1)N1CCc2ccccc21,2.7,-4.8,98.0
CC1(C)CC(NC(=O)c2ccc(F)cc2)CC(C)(C)N1,-0.1,-5.9,98.8
CNC[C@@H]1OCc2ccccc2-c2ccccc2C(=O)N([C@@H](C)CO)C[C@@H]1C,3.7,-11.8,110.4
CS(=O)(=O)c1cc(C(=O)O)cc(NCc2ccccc2)c1Oc1ccccc1,5.3,1.4,98.3
CN1C(=O)N(CC(=O)c2ccc3c(c2)OCO3)C(=O)C12CCCCC2,3.9,-1.9,94.8
CN1OC[C@@H]2CN(C(=O)c3ccco3)[C@H](c3ccc(-c4ccc(C#N)cc4)cc3)C[C@@H]21,2.3,-6.5,96.1
O=C(Nc1nccs1)c1cnc2sccn2c1=O,2.8,-9.3,98.5
CC(OC(=O)/C=C/c1ccco1)C(=O)NC1CCCCC1 (stereo unspecified),2.0,6.3,100.8
CCN1C(=O)[C@H]2[C@@H](c3ccc(C(F)(F)F)cc3)N[C@]3(CCCN(Cc4cccn4C)C3=O)[C@H]2C1=O,3.4,-7.6,101.1
COc1ccc(NC(=O)N(C)C[C@H]2OCCCC[C@@H](C)Oc3ccc(NC(=O)c4ccccc4)cc3C(=O)N([C@H](C)CO)C[C@@H]2C)cc1,-1.8,2.7,107.7
O=C1NC(Cc2ccc(O)cc2)c2nc3ccc(Br)cc3c(=O)n2-c2cc3ccccc3cc21 (stereo unspecified),2.0,-0.3,108.3
Cc1cc(NS(=O)(=O)c2ccc(NC(=O)c3ccc(Cl)nc3)cc2)nc(C)n1,3.8,0.4,112.7
COc1ccc([C@H]2C[C@@H](O)[C@H](n3cc(C4CC4)nn3)CN2Cc2cccs2)cc1,-0.2,-0.1,104.4
Cc1ccsc1C(=O)OCC(=O)NC1CCCCC1,1.9,-13.7,108.9
CCCCN1C(=O)C(CC(=O)NC(c2ccccc2)c2ccccc2)CC(C(=O)N(CC)CC)=C1C (stereo unspecified),2.4,0.2,96.0
O=[N+]([O-])c1cccc(/C=C2\CCc3cnn(C4CCS(=O)(=O)C4)c32)c1 (stereo unspecified),5.1,2.1,94.3
CN(CC(=O)Nc1ccc(F)cc1)C(=O)CN1C(=O)NC(CCc2ccccc2)C1=O (stereo unspecified),2.1,0.7,109.1
CC(C)(C)c1ccc(OCCCC(=O)Nc2nnc(C3CC3)s2)cc1,0.9,-2.5,108.9
C/C(NCCc1ccc(O)cc1)=C1/CCOC1=O,3.0,1.8,101.4
COCCCN1C(=O)C(CC(=O)NC(c2ccccc2)c2ccccc2)CC(C(=O)N(C)C)=C1C (stereo unspecified),0.1,-21.3,110.4
O=C(O)c1c(-c2ccccc2)cnc2ccccc12,1.9,3.1,105.5
COc1cccc(COC(=O)C2CC(=O)N(Cc3ccccc3)C2)c1OC (stereo unspecified),4.3,-0.9,96.3
O=C(CN1CCN(C(=O)CNC(=O)c2ccc(N3CCCC3=O)cc2)CC1)Nc1cccc(F)c1,1.4,1.5,92.7
Cc1ccccc1NS(=O)(=O)c1ccc(C(=O)NCc2ccccc2CN2CCCC2)cc1,1.7,1.9,119.2
Cc1ccccc1Nc1nc(Cl)nc(NC(C)(C)C)n1,2.6,-2.3,99.3
Cc1ccc(S(=O)(=O)N2C[C@H]3[C@H]4C(=O)N(c5ccccc5)C(=O)[C@H]4C[C@H](OC(=O)Nc4c(C)noc4C)[C@@]3(O)C2)cc1,2.5,-4.4,104.3
CC1CCC(NC(=O)C(NS(=O)(=O)c2ccc(Br)cc2)C(C)C)CC1 (stereo unspecified),1.9,11.6,101.9
CC(=O)N1CCOc2ccc(S(=O)(=O)N3CCC(C(=O)NCc4ccc(Cl)cc4)CC3)cc21,4.9,5.6,102.2
CCOC(=O)c1ccc(S(=O)(=O)N2CCC(C(=O)NCC3COc4ccccc4O3)CC2)cc1 (stereo unspecified),3.1,3.9,101.4
CCOc1ccccc1NC(=O)C1CCCN(S(=O)(=O)c2ccc3c(c2)CCCN3C(C)=O)C1 (stereo unspecified),2.7,8.8,101.8
Cc1cccc(C(=O)OCC(=O)NC(=O)NC2CCCCC2)c1,3.9,-6.0,99.2
Cc1cccc(NC(=O)CCc2ccc(N3C(N)=NC(N)=NC3(C)C)cc2)c1,2.1,-6.0,103.4
CC(=O)Nc1ccc(NC(=O)C2CCN(S(C)(=O)=O)CC2)cc1,0.9,4.3,96.4
O=C(CN1CCN(C(=O)c2cc(C3CC3)nn2-c2ccccc2)CC1)Nc1ccc(F)cc1,2.9,-13.6,105.9
COc1ccc(S(=O)(=O)N(C)C)cc1NC(=O)COC(=O)c1n[nH]c2ccccc12,2.7,0.6,98.8
O=c1c2ccccc2sn1-c1ccc(Cl)cc1Cl,0.9,4.2,60.8*

# Complete entries, quoted from the list. Order of screens: phage Ecoli inh, PKA-R1A activ, DSG3 Ab inh
# `CC1CCC(NC(=O)C(NS(=O)(=O)c2ccc(Br)cc2)C(C)C)CC1` (stereo unspecified) is listed with 1.9, 11.6, 101.9
# `COCCCN1C(=O)C(CC(=O)NC(c2ccccc2)c2ccccc2)CC(C(=O)N(C)C)=C1C` (stereo unspecified) is listed with 0.1, -21.3, 110.4
# `O=C(CN1CCN(C(=O)CNC(=O)c2ccc(N3CCCC3=O)cc2)CC1)Nc1cccc(F)c1` is listed with 1.4, 1.5, 92.7

# Other results.
SMILES,phage Ecoli inh,PKA-R1A activ,DSG3 Ab inh
CCN1CCN(c2sc(S(=O)(=O)CC)nc2S(=O)(=O)c2ccc(Cl)cc2)CC1,0.9,1.5,97.5
O=C(NCc1ccccc1CN1CCCC1)c1ccc(S(=O)(=O)Nc2ccccc2)cc1,2.3,-3.7,104.2
CC1=NN(C(N)=S)C(=O)C1N=Nc1ccccc1[N+](=O)[O-] (stereo unspecified),0.1,0.9,96.8
C[C@@H]1CN([C@@H](C)CO)C(=O)CCCn2nncc2CO[C@@H]1CN(C)C(=O)Nc1ccc(N2CCN(C)CC2)cc1,2.1,1.7,111.7
Cc1ccc(CCC(=O)Nc2ccc(Cl)cc2Cl)o1,3.8,2.5,102.0
CC(=O)OC1(C)C=Cc2ccccc2C1=NS(=O)(=O)c1ccccc1 (stereo unspecified),1.0,-0.5,106.3
O=C(Cc1c[nH]c2ccccc12)N1CCN(S(=O)(=O)c2ccc(F)cc2)CC1,0.5,-2.5,95.6
CCCCN1CC(C)(C)[C@H](CC(=O)Nc2ccc(Br)cc2)C1=O,1.8,-6.4,99.6
CC(=O)Nc1ccc2c3c(ccc([N+](=O)[O-])c13)CC2,2.1,1.4,103.7
Cc1ccccc1NC(=O)CNC(=O)N1CC(=O)Nc2ccccc21,3.4,4.5,99.1
CSc1ncnc2c1ncn2CCCNCc1ccc2c(c1)OCO2,2.1,-3.8,108.2
CC1CCN(C(=O)c2ccc3c(c2)C(=O)c2ccccc2-3)CC1,0.6,3.3,99.6
Cc1ccc(C(=O)OCC(=O)N2CCC(C)CC2)cc1S(=O)(=O)N1CCOCC1,2.0,13.6,94.8
O=C(CS(=O)(=O)c1ccc(Cl)cc1)Nc1nccs1,3.2,-6.2,105.1
CC1=C(C(=O)N(C(C)C)C(C)C)CC(CC(=O)NCCc2ccccn2)C(=O)N1Cc1ccccc1 (stereo unspecified),3.9,-10.3,100.6
O=C(COc1ccc(F)c(Cl)c1)NC(=O)NC1CCCC1,3.0,-1.7,99.2
Cc1ccc([C@H]2C[C@H](n3cc(COC(=O)c4ccccc4)nn3)[C@@H](O)CN2C(=O)C2CCCCC2)cc1,3.3,-8.2,101.8
Cc1ccc(S(=O)(=O)N2CCC(C(=O)NCCN3CCOCC3)CC2)cc1,1.6,4.3,108.2
Cc1cccnc1NC(=O)Nc1cccc(F)c1,1.6,9.1,104.9
COC(=O)c1ccc(C(=O)OC)c(NC(=O)Cc2cccs2)c1,0.1,-3.2,99.8
C/C(=N\NC(=O)c1nnn(-c2nonc2N)c1CN1CCC(C)CC1)c1ccc(Br)cc1,0.6,-3.9,101.2
CCCCCCCCCC1NC(C(=O)O)Cc2c1[nH]c1ccccc21 (stereo unspecified),1.0,4.3,104.8
CNC[C@H]1OCc2ccccc2-c2ccccc2C(=O)N([C@@H](C)CO)C[C@H]1C,-0.2,-12.6,109.9
COc1ccc(CCNC(=O)c2c(O)c3cc(OC)c(OC)cc3[nH]c2=O)cc1OC,0.3,2.3,107.0
Cc1ccc(S(=O)(=O)N2C[C@H]3[C@H]4C(=O)N(c5ccccc5)C(=O)[C@H]4C[C@H](OC(=O)NC4CC4)[C@@]3(O)C2)cc1,1.3,-2.4,107.1
CCOc1ccccc1NC(=O)C(OC(=O)c1cnc(C)cn1)c1ccccc1 (stereo unspecified),2.6,-4.3,99.8
O=C(OCC(=O)N1CCCCCC1)c1cccc(Cl)c1Cl,5.5,-2.2,102.0
Cc1c(NC(=O)c2nn(C(C)C)c(=O)c3ccccc23)c(=O)n(-c2ccccc2)n1C,0.6,0.7,102.0
CCC1NC(=O)c2cccnc2-n2c1nc1cc(OC)c(OC)cc1c2=O (stereo unspecified),2.1,-2.0,102.6
CCOC(=O)C(=Cc1ccccc1)C(=O)c1ccccc1,1.3,-3.6,106.5
O=C(C[C@H]1C[C@@H]2c3cc(NC(=O)Nc4ccccc4F)ccc3O[C@@H]2[C@H](CO)O1)NCc1ccccn1,1.2,3.2,99.5
C[C@@H]1CN([C@H](C)CO)C(=O)CCCn2nncc2CO[C@H]1CN(C)C(=O)c1ccc(N2CCN(C)CC2)cc1,-3.1,-4.8,98.5
Cc1ccc(S(=O)(=O)N2CCC(C(=O)N3CCN(c4ccccn4)CC3)CC2)cc1C,-2.8,3.8,105.5
C[C@H](CO)N1C[C@H](C)[C@H](CN(C)C(=O)CCC(F)(F)F)OCc2cnnn2CCCC1=O,4.4,-9.1,95.1
CCOc1ccc(N(CC(=O)Nc2ccc(Cl)cc2)S(C)(=O)=O)cc1,2.4,0.1,104.6
C[C@@H]1ON(C)[C@H]2C[C@H]3c4[nH]c5ccc(-c6ccc7c(c6)OCO7)cc5c4CCN3C[C@@H]12,-0.7,1.2,101.0
NC(=O)CSc1nnc(-c2cccc(S(=O)(=O)N3CCOCC3)c2)o1,3.0,-5.5,101.0
CC1(C)CC(=O)C=C(c2cccc(OC(=O)c3ccc(-c4ccccc4)cc3)c2)C1=O,1.2,0.1,96.2
CCN(CC(=O)Nc1c(F)cccc1F)C(=O)c1c(-c2ccccc2Cl)noc1C,2.5,-0.8,102.1
C1=CCN(c2nc(N3CCOCC3)nc(N3CCCc4ccccc43)n2)CC1,0.1,1.4,100.2

# Continued; the last two above are carried over.
SMILES,phage Ecoli inh,PKA-R1A activ,DSG3 Ab inh
CCN(CC(=O)Nc1c(F)cccc1F)C(=O)c1c(-c2ccccc2Cl)noc1C,2.5,-0.8,102.1
C1=CCN(c2nc(N3CCOCC3)nc(N3CCCc4ccccc43)n2)CC1,0.1,1.4,100.2
CC(C)C1C(=O)N(Cc2cn(CCC3OCCO3)nn2)CCS(=O)(=O)N1Cc1ccc(-c2ccc(F)cc2)cc1 (stereo unspecified),-1.2,-3.0,96.2
c1ccc2c(c1)nnn2Cn1nnc2ccccc21,1.9,-0.3,98.6
O=C(CCN1N=C(c2ccccc2)CCC1=O)NC1CCCCC1,-1.8,12.7,103.1
O=C(CN1C(=O)NC2(CCCCCC2)C1=O)Nc1ccc(OC(F)(F)F)cc1,4.5,5.7,100.4
O=C(Nc1ccc(C(=O)O)cc1)/C(=C\c1ccc2c(c1)OCO2)NC(=O)c1ccccc1Cl,1.9,-2.5,97.9
COc1cccc(-c2nnc(NC(=O)CCS(=O)(=O)c3ccc(F)cc3)o2)c1,3.7,4.5,101.5
COCOCCn1cc(CN2CCS(=O)(=O)N(Cc3ccc(-c4ccc(OC)cc4)cc3)C(C)C2=O)nn1 (stereo unspecified),-2.0,-0.5,104.6
Cc1cc(S(=O)(=O)N2CCCCC2CCNC(=O)C(=O)NCCN2CCOCC2)ccc1F (stereo unspecified),3.4,4.1,94.4
COc1ccccc1CCC(=O)NNC(=O)Cn1nc(C)cc1C,4.0,6.8,99.5
CS(=O)CC(O)(c1ccc(F)cc1)C1CC1 (stereo unspecified),3.4,-1.9,107.6
CC1=C(C(=O)N2CCOCC2)CC(CC(=O)NC2CCCCC2)C(=O)N1Cc1ccc(F)cc1 (stereo unspecified),0.4,-1.6,99.3
COCCn1c2nc(=O)n(-c3ccccc3)c(=O)c-2nc2ccccc21,0.3,4.0,101.7
O=C(N=C1SC2CS(=O)(=O)CC2N1Cc1ccccc1)c1ccccc1 (stereo unspecified),1.9,5.3,98.6
C[C@@H]1CCCCO[C@H](CN(C)Cc2ccccc2)[C@@H](C)CN([C@H](C)CO)C(=O)c2cc(NC(=O)c3ccccc3)ccc2O1,0.2,-8.3,98.2
COc1ccc(C)cc1/C=C/C(=O)N1CCN(S(=O)(=O)c2cccs2)CC1,3.3,-2.6,97.6
COC(=O)C[C@@H]1C[C@@H]2c3cc(NC(=O)NC4CCCCC4)ccc3O[C@@H]2[C@H](CO)O1,3.2,-9.5,106.9
C[C@@H]1CN([C@@H](C)CO)C(=O)c2cc(C3=CCCCC3)cnc2O[C@H]1CN(C)C(=O)Nc1cccc(F)c1,1.2,2.4,97.0

# Compound activity deposited in PubChem BioAssay by several laboratories.

# Not all compounds are listed. The share of hits here may be higher or lower than overall.
